EP2 antag: blocks the human prostaglandin E2 receptor EP2; 0.52% of 260,000 active; P43116; AID 1422; inhibition, % at 25 µM; C6 glioma cells expressing human EP2, cAMP TR-FRET; cells stimulated with saturating PGE2;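 active = percent inhibition above 40 after rounding to a whole number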;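 also: rat C6 glioma host cells with rolipram phosphodiesterase inhibitor present; the protocol text gives 20 µM as final concentration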
Target sequence (P43116 whole entry, looked up): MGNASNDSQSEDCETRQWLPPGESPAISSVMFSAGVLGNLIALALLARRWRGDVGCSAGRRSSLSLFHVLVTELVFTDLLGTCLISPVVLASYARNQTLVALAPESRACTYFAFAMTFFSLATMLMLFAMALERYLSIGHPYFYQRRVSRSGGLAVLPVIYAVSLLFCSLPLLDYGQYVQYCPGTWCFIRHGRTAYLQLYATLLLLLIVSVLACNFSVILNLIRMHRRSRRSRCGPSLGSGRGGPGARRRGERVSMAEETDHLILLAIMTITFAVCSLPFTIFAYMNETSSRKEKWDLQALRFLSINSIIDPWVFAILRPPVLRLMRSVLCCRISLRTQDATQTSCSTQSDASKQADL
Numbers without * were called inactive.

canonical_smiles	EP2 antag
Cc1cc(C)nc(SCc2nnc(SCC(=O)N3CCCCC3)n2C)n1	9.9
COc1ccccc1N1CCN(C(=O)CSc2nnc3c4c5c(sc4ncn23)CCCC5)CC1	14.5
CN(C)C(=O)c1c(N)no[n+]1[O-]	11.1
CCOCCCNC(=O)Cn1ncc2cccn2c1=O	8.7
COc1cc(/C=C\c2nc(O)c([N+](=O)[O-])c(=O)[nH]2)ccc1OCc1ccc(Cl)cc1	14.5
OC(CN1CCC(O)(c2ccc(F)cc2)CC1)c1ccc2c(c1)CCCC2 (configuration not stated)	3.3
CC(C)(C)NC(=O)CSc1nnnn1-c1ccc2c(c1)OCCO2	14.2
COc1cc2nc(C3CCC3)n(NC(=O)c3c(F)cccc3F)c(=O)c2cc1OC	6.8
Cn1c(=O)c2[nH]c(CN3CCN(c4ccc(F)cc4)CC3)nc2n(C)c1=O	7.6
COc1cc(C(c2c(C)[nH][nH]c2=O)c2c(C)[nH][nH]c2=O)ccc1OC(=O)c1ccccc1	14.3
Cc1cc(OCC(=O)Nc2sc3c(c2C#N)CCC3)ccc1Cl	28.6
COc1ccc(OCC(=O)Nc2ncc(Cc3cccc(Cl)c3)s2)cc1	6.1

Arranged by heavy-atom count (descending): part of the list above.
canonical_smiles	EP2 antag
COc1cc2nc(C3CCC3)n(NC(=O)c3c(F)cccc3F)c(=O)c2cc1OC	6.8
Cc1cc(C)nc(SCc2nnc(SCC(=O)N3CCCCC3)n2C)n1	9.9
CC(C)(C)NC(=O)CSc1nnnn1-c1ccc2c(c1)OCCO2	14.2

(next part)
canonical_smiles	EP2 antag
O=C(CSc1ncccn1)N1CCCC1	13.5
Cc1ccc(/C(O)=C2/C(=O)C(=O)N(CCOCCO)C2c2cccnc2)cc1 (configuration not stated)	10.9
CCOc1ccc(NC(=S)N(CCO)Cc2cc3cc4c(cc3[nH]c2=O)OCO4)cc1	15.2
CC(C)OCCCNC(=O)C1CCN(S(=O)(=O)c2cc(Cl)ccc2Cl)CC1	11.1
CCC1Oc2ccc(C)cc2N(CC(=O)N(Cc2ccccc2)Cc2ccccn2)C1=O (configuration not stated)	12.0
Cc1ccc(CN(CCCN2CCOCC2)Cc2ccc(O)cc2)o1	6.2
Cc1nc2cc(Cl)c(Cl)cc2n1C	13.3
CC(C)CNC(=O)C1Nc2ccc(OC(F)(F)F)cc2C2C=CCC12 (configuration not stated)	8.6
COc1ccc(S(=O)(=O)N2CCC(c3nc4ccc(Cl)cc4[nH]3)CC2)cc1	11.0
COc1ccc2oc(=O)c(C(=O)NC3CCCC3)cc2c1	4.0
C=CCn1c(SCC(=O)Nc2ccc(Cl)cc2)nc2sc3c(c2c1=O)CCC3	9.5
CCOc1cc(S(=O)(=O)NCc2ccccc2OC)c(OCC)cc1-n1cnnn1	8.8
COc1ccc(-c2coc3cc(O)ccc3c2=O)c(OC)c1O	4.6
CCOC(=O)C1CCN(C(=O)CN(c2ccc(CC)cc2)S(C)(=O)=O)CC1	20.0
OCCNc1nc(Nc2ccc(Cl)cc2)nc(N2CCCC2)n1	13.8
O=C(COC(=O)c1cccs1)Nc1ccccc1Cl	5.7
COCCNC(=S)N(CCCO)Cc1cc2cc(OC)ccc2[nH]c1=O	15.4
CCn1cc(C(=O)O)c(=O)c2cc(F)c(N3CCN(CCC(=O)O)CC3)cc21	11.8
CCCn1c(SCC(=O)Nc2ccc(C(C)=O)cc2)nnc1-c1ccncc1	5.7
Nc1c(C(=O)Nc2c(Cl)cccc2Cl)sc2nc(-c3ccncc3)ccc12	18.7
Nc1ccc(C(=O)Nc2nc3ccc(Cl)cc3s2)cc1	24.2
CCOc1ccc2[nH]c(=O)c(Cc3ccccc3)c(O)c2c1	6.5
Cc1cccc(C(C(=O)NC(C)(C)C)N(Cc2cccnc2)C(=O)c2csnn2)c1 (configuration not stated)	8.7
COc1ccc([C@H]2/C=C\CN(C(=O)CC(C)(C)C)[C@@H](C)C(=O)N2Cc2ccc(F)cc2)cc1	26.3
COc1ccccc1C1(NC(=O)c2cc(-c3ccc(C)o3)[nH]n2)CCCC1	9.5
CC1CCN(CC[S-])CC1.O.O.[Cl][Pt]	97.1*
Cc1ccc(NC(=O)CSc2nnc(C(C)C)n2C)c(C)c1	6.1
CCCn1c(SCC(=O)Nc2ccccc2CC)nnc1-c1ccncc1	18.9
COc1ccc(C(=O)N2c3ccccc3-c3c(ssc3=S)C2(C)C)cc1OC	12.5
O=C(N1CCc2nc(N3CCCC3)[nH]c(=O)c2C1)C1(c2ccccc2)CC1	6.1
O=C(NCCN1CCc2ccccc21)C1(c2ccccc2F)CC1	4.5
Cc1cc(Cc2cc(C)c(N)cc2N)c(N)cc1N	16.5
O=C(/C=C/c1ccco1)Nc1cc(Cl)c(O)c(Cl)c1	11.1
COC(=O)c1ccccc1NC(=O)CSc1nnnn1-c1ccc(OC)cc1	5.9
COc1cccc(-c2[nH]ncc2CN(C)CCOc2ccccc2)c1	4.5
COc1ccc(OC)c(CC(=O)N2CCc3c(nc(C)[nH]c3=O)C2)c1	7.0
Cc1ccc(CN(CCCn2ccnc2)Cc2ccc(F)c(F)c2)s1	1.5
COc1ccc(CN(Cc2cncn2C)CC2CCCO2)cc1OC (configuration not stated)	5.0
Cc1ccc(C(=O)N2CCC(C(=O)c3ccc4c(c3)OCCO4)CC2)cc1	7.2
Cc1ccc2cc(C#N)c(SCC(=O)Nc3cc(Cl)ccc3Cl)nc2c1	9.7
Cc1ccc(-c2nnn(CC(=O)NC3CCCCC3C)n2)cc1 (configuration not stated)	9.5
CC1CCCN(Cn2nc3c4ccccc4ncn3c2=O)C1 (configuration not stated)	6.2
COc1ccc(/C=C2\C(=O)NC(=O)N(c3ccc4c(c3)OCO4)C2=O)c(OC)c1OC	8.5
CC1(C)CCC[C@@]2(C)C1[C@@H](O)C[C@]1(C)C2CC[C@@H]2[C@@]3(C)CC[C@H](C(C)(C)O)[C@@H]3CC[C@@]21C (some centres not stated)	6.3
COc1cc(OC)cc(OCC(O)Cn2cnc3ccccc32)c1 (configuration not stated)	6.5
Cc1ccc(NC(=O)CSc2nnc(CN3CCOCC3)n2C)cc1Cl	10.9
Cc1nn(CCC(=O)NC2(c3cccc(F)c3)CCCC2)c(C)c1C	4.8
CCCC[C@@H]1CCCO[C@@](C(=O)NCc2cc(C)n(C)n2)(C(F)(F)F)C1	8.2
CCN(CC)C(C)CN1c2ccccc2Sc2ccccc21 (configuration not stated)	16.1
Cc1cc(N2CCN(CC(O)c3ccc4c(c3)OCCCO4)CC2)nc(C(C)C)n1 (configuration not stated)	9.4
O=[N+]([O-])c1cnn(C2=CNCCN=C2)c1	10.5
CC(=O)OC[C@@]1(O)C[C@@]23CCC4c5ccoc5CC[C@]4(C)C2CC[C@@H]1C3 (some centres not stated)	8.9
C[C@]12C(=O)N(c3ccc(Cl)cc3)C(=O)N1[C@@H]1c3ccccc3OC[C@@H]1[C@H]2c1ccccc1	8.5
COc1cc2c(cc1CN1CCC(O)(c3ccc(C)cc3)CC1)OCO2	0.5
O=C(Nc1cccc(Cl)c1)C1CCN(c2cnccn2)CC1	17.5
Cc1ccc(NC(=O)CSc2nnc(NC(=O)C3CC3)s2)cc1C	7.5
COc1cccc(CC(=O)N2CCC[C@H](Cn3nc(-c4cccs4)ccc3=O)C2)c1	6.7
O=C1NC2=C(C(=O)N(CCCO)C2)C(c2ccc(Cl)c(Cl)c2)N1 (configuration not stated)	4.5
CCOC(=O)Cn1nnnc1CN(Cc1cc2ccc(C)c(C)c2[nH]c1=O)CC1CCCO1 (configuration not stated)	10.5
COC(=O)COc1ccc(Cl)cc1C1NC(=O)NC(C)=C1C(=O)OC (configuration not stated)	19.0

Continuation:
canonical_smiles	EP2 antag
COc1ccc(NC(=O)C2(c3ccc(OC)cc3)CCOCC2)cc1	11.6
CC1CCCC(C)N1C(=O)CSc1nnc(COc2cccc3ccccc23)n1C (configuration not stated)	5.8
Cc1ccc2nc(-c3ccc(O)cc3)c(NCC3CCCO3)n2c1 (configuration not stated)	18.4
Cc1cccc2cc(C#N)c(SCC(=O)c3ccc4c(c3)OCCO4)nc12	28.6
Cc1ccc(O)c(NC(=O)C2CC(c3cccc(Br)c3)=NO2)c1 (configuration not stated)	9.5
CCC(=O)Nc1cc(C(=O)OCC(=O)c2cccs2)ccc1C	5.0
CC(C)=CCc1c([C@@H]2CCc3ccc(O)cc3O2)cc2c(c1O)OC(C)(C)C=C2	20.4
CCc1ccccc1NC(=O)COc1cccc(-n2cnnn2)c1	8.1
CC(=O)c1ccc(NC(=O)CSc2nc3c(c(=O)n(C)c(=O)n3C)n2C(C)C)cc1	8.6
COCCCn1c(SCC(=O)Nc2cccc(C)c2C)nnc1-c1ccncc1	5.2
Cc1cc(C)c2cc(CN(CC3CCCO3)C(=S)NCCCN(C)C)c(=O)[nH]c2c1 (configuration not stated)	12.9
COc1ccc(CCNC(=O)c2c(O)c3ccccc3[nH]c2=O)cc1	13.8
CC(=O)Oc1cc(-c2coc3cc(OC(C)=O)c(OC(C)=O)c(OC(C)=O)c3c2=O)cc(OC(C)=O)c1OC(C)=O	12.6
CCn1cncc1CN1CCc2cc(OC)c(OC)cc2C1c1ccncc1 (configuration not stated)	0.9
Cc1ccc(-c2ccc(SC(C)C(N)=O)nn2)cc1 (configuration not stated)	8.1
CCC(=O)c1cn(CC(=O)N2CCc3ccccc32)c2ccccc12	6.5
Cc1ccc2cc(CN(Cc3cccs3)C(c3nnnn3C3CCCCC3)C(C)C)c(=O)[nH]c2c1 (configuration not stated)	13.6
CCCn1c(SCC(=O)Nc2ccc(C)cc2)nnc1-c1ccoc1C	7.0
CC(C)(C)OC(=O)N1CC=C2C(C#N)=C(N)C(C#N)(C#N)C(c3ccc(F)c(F)c3)C2C1 (configuration not stated)	9.9
COc1ccc2cc(CN(Cc3ccccc3)C(c3nnnn3Cc3ccco3)C(C)C)c(=O)[nH]c2c1 (configuration not stated)	8.0
Nc1ccccc1C#Cc1ccc2[nH]ccc2c1	4.7
COc1ccc(CCN(C)C(=O)C2CCN(Cc3ccc(F)cc3)CC2)cc1OC	24.6
CCc1ccccc1NC(=O)CSc1nnc2c(C)cc3ccc(C)cc3n12	9.8
COc1ccc2cc(C#N)c(SCC(=O)NC3CCCCC3C)nc2c1 (configuration not stated)	25.7
COc1c(Cl)cc(Cl)cc1C(=O)Nc1nc2ccc(NC(C)=O)cc2s1	7.8
COc1ccc(S(=O)(=O)N2Cc3ccccc3CC2C(=O)N2CCCCC2)cc1OC (configuration not stated)	6.5
CCOc1ccc(C(O)(CCN2CCOCC2)C2CCCCC2)cc1 (configuration not stated)	7.9
CCC(c1nnnn1CCOC)N(Cc1ccc(C)cc1)Cc1cc2c(C)cc(C)cc2[nH]c1=O (configuration not stated)	11.1
c1ccc(CCn2nnnc2CN2CCCCC2)cc1	14.6
CCc1nn(CC(=O)Nc2ccncc2)c(=O)c2cc3occc3n12	7.2
CC1Cc2ccccc2N1C(=O)c1cc2nc(-c3ccco3)cc(C(F)(F)F)n2n1 (configuration not stated)	9.4
O=C(CSc1nc(O)c(Cc2ccccc2F)c(=O)[nH]1)N1CCOCC1	5.3
Cc1ccn(C(=O)COc2ccc(Cl)cc2)n1	3.3
O=C(Nc1ccccc1Cl)N1CCNCC1	7.1
O=C(O)CCC(=O)N1CCN(Cc2ccc3c(c2)OCO3)CC1	3.3
CCNC(=S)N(Cc1ccccc1)Cc1cc2cccc(C)c2[nH]c1=O	12.5

An excerpt of these results, field by field:
CC1Cc2ccccc2N1C(=O)c1cc2nc(-c3ccco3)cc(C(F)(F)F)n2n1 (configuration not stated)
  EP2 antag: 9.4

COc1c(Cl)cc(Cl)cc1C(=O)Nc1nc2ccc(NC(C)=O)cc2s1
  EP2 antag: 7.8

(list continues)
canonical_smiles	EP2 antag
CC(C)Cn1cnc2c(SCc3ccc(Cl)cc3Cl)nc(N)nc21	52.5*
COc1cccc(C(=O)NC2CC3CCCC(C2)N3C2CC2)c1 (configuration not stated)	12.2
Oc1ccc(-c2nc3cnccn3c2NCc2ccc(F)cc2)cc1O	6.8
CN(C)C(=O)CSc1nnc(-c2ccco2)n1Cc1ccccc1	0.2
COCCCNC(=S)N(Cc1cc2cc(C)cc(C)c2[nH]c1=O)CC1CCCO1 (configuration not stated)	14.2
COc1ccc(CN(Cc2cnc(N(C)C)nc2)CC2CCCO2)c(OC)c1 (configuration not stated)	8.4
CC(=O)N[C@@H]1CONC1=O	14.8
O=C(O)c1cccc(S(=O)(=O)Nc2ccccn2)c1	63.2*
COCCCNc1nc2c(c(=O)n(Cc3ccc(Cl)cc3)c(=O)n2C)n1C	9.3
CS(=O)(=O)N(CC(=O)N1CCCC1)c1ccc(Cl)cc1Cl	11.6
Cc1sc2nc(C)n3c(=O)n(CC(=O)Nc4ccccn4)nc3c2c1C	12.4
CS(=O)(=O)N1CCC(C(=O)NC2CC3(CCCC3)Oc3ccccc32)CC1 (configuration not stated)	2.8
CC(=O)N1CCN(c2nc(C3CC3)nc3sc4c(c23)CCCC4)CC1	5.8
O=C(CN1C(=O)[C@@H]2CCCN2C(=O)c2ccccc21)N1CCCc2ccccc21	3.8
COC(C(=O)Nc1ccc(S(=O)(=O)N2CCCC2)cc1)c1ccccc1 (configuration not stated)	10.4
Cn1c(=O)c2c(nc(N3CCOCC3)n2CCC#N)n(C)c1=O	9.7

Only part of the results is shown (hit frequency here may not be typical).
